# Bioassay records: PubChem BioAssay, National Center for Advancing Translational Sciences (NCATS)
# Gal4-VP16 FLuc = VP16 counterscreen qHTS for inhibitors of ROR gamma transcriptional activity; Drosophila S2 Gal4-VP16 UAS-luciferase, luminescence, 20 h; Potency, µM (doses to about 53.6 µM), for inactives: at the top dose activity, negative = inhibition, actives largely listed as inhibitors; 3.5% of 310,000 active;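 note: Gal4-VP16 expression switched on by copper sulfate through the metallothionein promoter; % is set by controls: 0 for no effect and ±100 for the full control effect; nearly all actives have a fitted effect of over 50% in size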
# uPA generation = qHTS for Inhibitors of Cell Surface uPA Generation. cell surface uPA generation assay, qHTS. Potency, µM (doses to about 38.3 µM), for inactives: top-dose activity change, negative = inhibition, most hits filed as inhibitors. 0.31% of 330,000 active; active = well fitted inhibition curve with a large enough effect; inconclusive = small, poorly fitted or top-dose-only effect; inactive = no such curve, though single readings can be large or run the other way; tested in mouse RAW 264.7 cells; note: % is set by controls: 0 for no effect and ±100 for the full control effect; nearly all actives have a fitted effect of over 55% in size
# RORgamma inh = qHTS for inhibitors of ROR gamma transcriptional activity; Nuclear receptor ROR-gamma (Mus musculus), P51450; Drosophila S2 Gal4-RORgamma UAS-luciferase reporter, 20 h; Potency, µM (top dose mostly 53.6 µM), for the others: at the top dose activity change, negative = inhibition, actives largely listed as inhibitors; 5.4% of 310,000 active; note: % is set by controls: 0 for no effect and ±100 for the full control effect; nearly all actives have a fitted effect of over 60% in size
# Target sequence (P51450 whole entry, looked up, the tested form may be a part): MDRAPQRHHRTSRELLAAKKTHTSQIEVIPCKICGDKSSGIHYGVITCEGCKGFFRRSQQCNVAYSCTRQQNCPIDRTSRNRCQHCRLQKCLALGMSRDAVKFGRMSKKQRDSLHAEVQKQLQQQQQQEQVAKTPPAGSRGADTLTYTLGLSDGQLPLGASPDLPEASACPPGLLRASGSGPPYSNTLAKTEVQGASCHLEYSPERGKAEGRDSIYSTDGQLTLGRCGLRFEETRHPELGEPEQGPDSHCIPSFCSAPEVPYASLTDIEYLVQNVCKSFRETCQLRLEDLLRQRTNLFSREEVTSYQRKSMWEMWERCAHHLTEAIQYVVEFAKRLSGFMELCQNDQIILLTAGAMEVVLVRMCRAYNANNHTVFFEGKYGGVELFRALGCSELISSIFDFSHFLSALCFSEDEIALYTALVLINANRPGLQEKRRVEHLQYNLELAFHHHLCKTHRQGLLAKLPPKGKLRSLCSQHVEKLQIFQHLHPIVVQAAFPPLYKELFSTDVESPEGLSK
#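 Schneider cells (Drosophila), stable Gal4 DBD–ROR gamma + UAS-luc; 1 hr cmpd preincubation; Cu2+ induction 700 uM final; 20 hr ambient; luminescence.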
# ELG1 genotox = qHTS screen for small molecules that induce genotoxicity in human embryonic kidney (HEK293T) cells expressing luciferase-tagged ELG1; HEK293T ELG1-luciferase reporter, luminescence, 16 h; Potency, µM (series often up to 46 µM), for the others: at the highest dose activity change, positive = activation, actives largely listed as activators; 1.3% of 330,000 active; AID 504466, 2011; note: % of control where 0% means no effect; nearly all actives have a fitted effect of over 60% in size
#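 Screening used a luciferase reporter fused to human ELG1 in HEK293T cells. Luminescence was read on a CCD plate imager after 16 hr exposure and 30 min ONE-Glo incubation.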
# BRCA1 expr up = qHTS Assay to Identify Small Molecule Activators of BRCA1 Expression. MCF7-BRCA1-FFLuc reporter, luminescence, 48 h; response scale: scaled: vehicle 0%, 10 µM genistein 100%. Potency, µM (top dose mostly 46.1 µM), for inactives: top-dose activation, usual class: activators. 1.1% of 380,000 active. AID 624202, 2012; note: nearly all actives have a fitted effect of over 80% in size; some results filed as inactive show a strong effect at the top dose
#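 MCF7-BRCA1-FFLuc cells, 2000/well in phenol-red-free MEM, attached 2 h then treated 48 h at 37 C. Luciferase luminescence read 15 min after reagent; normalized to genistein maximum activation (10microM) and DMSO, concentration-response fitted.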
# MBNL1 CUG block = qHTS Assay for Inhibitors of MBNL1-poly(CUG) RNA binding | Muscleblind-like protein 1 (Homo sapiens), Q9NR56 | TR-FRET MBNL1-His/biotin-(CUG)12 binding, 665/545 ratio | Potency, µM (titrated, usually from 57.5 µM), for inactives: at the highest dose activity change, negative = inhibition, hits mostly inhibitors | 0.036% of 280,000 active; active = well fitted inhibition curve with a large enough effect in the signal ratio, with a control signal flat, not every such curve was filed as active; inconclusive = small, poorly fitted or top-dose-only effect, or effect the other way, or a change in a side signal; inactive = no such curve, though single readings can be large or run the other way; the % refers to the signal ratio; note: % is set by controls: 0 for no effect and ±100 for the full control effect
#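 Ratiometric TR-FRET (665 over 545 nm, excitation 340 nm) tracks disruption of MBNL1-His/biotin-(CUG)12 complex after 60 min at room temperature, with compounds at 92 nM to 58 uM final.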
# NPC1 prom act = qHTS Assay for NPC1 Promoter Activators; Huh7 NPC1 promoter luciferase reporter, 24 h; Potency, µM (doses to about 9.22 µM), for inactives: top-dose activation, most hits filed as activators; 2.4% of 320,000 active; AID 485313, 2010;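 note: % of control where 0% means no effect; nearly all actives have a fitted effect of over 60% in size; reporter is driven by a mutant NPC1 promoter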
#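 Stable NPC1-promoter luciferase Huh7 line; cpd (DMSO) 24 h, 37 °C, 5% CO2; Amplite luciferase reagent 10 min RT; luminescence readout. qHTS format.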
# FLuc modulator = qHTS profiling assay for firefly luciferase inhibitor/activator using purifed enzyme and Km concentrations of substrates (counterscreen for miR-21 project); 6.9% of 360,000 active; Potency, µM (highest dose often 57.5 µM), without a hit: at the highest dose activity change, negative = inhibition, actives largely listed as inhibitors; Luciferin 4-monooxygenase (Photinus pyralis), P08659; purified FLuc, Km substrates, luminescence inhibition;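 note: plate controls were vehicle for no effect and reference inhibitor for full effect; nearly all actives have a fitted effect of over 55% in size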
# Target sequence (P08659 whole entry, looked up): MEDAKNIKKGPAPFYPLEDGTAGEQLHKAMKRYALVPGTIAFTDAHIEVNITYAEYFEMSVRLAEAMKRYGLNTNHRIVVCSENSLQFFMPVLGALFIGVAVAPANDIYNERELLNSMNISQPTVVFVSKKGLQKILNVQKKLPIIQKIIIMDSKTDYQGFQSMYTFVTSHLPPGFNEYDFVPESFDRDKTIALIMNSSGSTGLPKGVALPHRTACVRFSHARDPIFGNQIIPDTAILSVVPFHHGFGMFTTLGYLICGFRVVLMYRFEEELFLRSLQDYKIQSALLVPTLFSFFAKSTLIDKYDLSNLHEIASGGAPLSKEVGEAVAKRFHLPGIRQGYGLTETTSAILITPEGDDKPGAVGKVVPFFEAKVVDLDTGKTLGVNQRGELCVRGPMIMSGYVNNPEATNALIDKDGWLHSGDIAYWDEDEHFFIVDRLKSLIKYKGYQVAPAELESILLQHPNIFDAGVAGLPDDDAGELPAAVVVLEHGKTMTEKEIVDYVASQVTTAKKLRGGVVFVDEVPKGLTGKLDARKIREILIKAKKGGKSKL
#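 Biochemical qHTS of compounds, final roughly 60 µM downward over six points, against 10 nM purified firefly luciferase using Km concentrations of substrates (10 uM D-luciferin, 10 uM ATP) in Tris acetate pH 7.5 buffer; luminescence output.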
# p53 reactivation = qHTS assay for re-activators of p53 using a Luc reporter; H1299 p53-A138V BP100-luciferase reporter, luminescence, 24 h; Potency, µM (highest dose often 92.2 µM), for the others: top-dose activity change, positive = activation, hits mostly activators; AID 504706, 2011; 0.063% of 320,000 active; note: % of control where 0% means no effect; nearly all actives have a fitted effect of over 45% in size
#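 p53-null H1299 cells stably carrying temperature-sensitive p53-A138V and a BP100-luciferase reporter were pinned with compounds (4-point, 1:5 series) and held 24 hrs at 37 deg C. Luminescence was read 10 min after detection reagent.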
# Rab9 promoter act = qHTS Assay for Rab9 Promoter Activators; 2.8% of 320,000 active; Potency, µM (highest dose often 9.22 µM), for inactives: top-dose activation, negative = inhibition, actives largely listed as activators; Huh7 Rab9 promoter-luciferase reporter, luminescence, 24 h; AID 485297, 2010; note: % of control where 0% means no effect; nearly all actives have a fitted effect of over 60% in size
#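 Promoter activation is measured as luciferase luminescence in Huh7 cells stably transfected with a Rab9 promoter–luciferase construct, following 24 h compound exposure at 37 °C and 10 min reagent incubation at ambient temperature.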
# MLL CXXC-DNA inh = qHTS Fluorescence Polarization Assay for Inhibitors of MLL CXXC domain - DNA interaction; Histone-lysine N-methyltransferase 2A (Homo sapiens), Q03164; MLL-CXXC / FITC-HOXA9 DNA fluorescence polarization; Potency, µM (titrated, usually from 115 µM), for inactives: top-dose activity change, negative = inhibition, most hits filed as inhibitors; 0.037% of 290,000 active; AID 2662, 2010; active = well fitted inhibition curve with a large enough effect in the polarisation, with a control signal flat, not every such curve was filed as active; inconclusive = small, poorly fitted or top-dose-only effect, or effect the other way, or a change in a side signal; inactive = no such curve, though single readings can be large or run the other way; the % refers to the polarisation
#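 Steps: dispense CXXC domain solution (7 uM) → pin compounds or unlabeled HOX-A9 DNA control → 5 min ambient → add FLSN-HOX-A9 solution (50 nM) → spin → 30 min ambient → fluorescence polarization. Tris pH 7.5/NaCl/DTT/BSA buffer.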
# * marks the source's active call; other numbers are inactive results; u = inconclusive; x = no result given; [ ] = dose if it differs, or a comment. Unless noted, calls come from the whole dose curve; as a rule, active = well fitted curve in the direction sought with a large enough effect; inconclusive = small, poorly fitted or top-dose-only effect, or another doubt; inactive = no such curve, though single readings can be large; an effect the other way counts as inactive or inconclusive. Potency is the fitted concentration of half-maximal effect. Some of the compounds tested; count on the stated rates, not on these rows.
compound | Gal4-VP16 FLuc | uPA generation | RORgamma inh | ELG1 genotox | BRCA1 expr up | MBNL1 CUG block | NPC1 prom act | FLuc modulator | p53 reactivation | Rab9 promoter act | MLL CXXC-DNA inh
CN(Cc1ccccc1)C(=O)CN1C(=O)NC(C)(c2ccc(Cl)cc2)C1=O (stereo not drawn) | 6% | -4% | 28% | -1% | 0% | -3% | 2% | 2% | -2% | 4% | 0%
COc1ccc(C/C(N)=N/n2cnnc2)cc1 | 0% | 12% | -15% | 2% | 0% | -5% | 1% | 2% | 0% | -3% | 9%
O=C1CNCc2[nH]c3ccccc3c2N1c1ccccc1 | x | 2% | -14%[0.365 µM] | 7% | -40% | u | -1% | 6% | -15% | 1% | 1%
COC(=O)CSc1nc2sc3c(c2c(=O)n1-c1ccc(OC)cc1)CCN(C)C3 | -7% | -3% | 21% | 1% | -26% | 5% | 1% | 0% | -5% | 0% | 22%
COc1ccc(/C=C(\CC(=O)O)c2nc3ccccc3s2)cc1O | -1% | 1% | 21% | 6% | 5% | 19% | 2% | u | 5% | -2% | 7%
CC(=O)Nc1ccc(OCC(O)CN2CCN(c3ccc(C)c(Cl)c3)CC2)cc1 (stereo not drawn) | u | 1% | 42% | -14% | -8% | -13% | -2% | 1% | -3% | 8% | -1%
COc1ccc(C2=CSC3=NCCN23)cc1OC | 0% | -8% | -3% | 1% | 16% | 1% | 3% | -1% | x | 3% | -1%
Cc1cccc(NS(=O)(=O)c2cc3c(cc2C)N(C)CCO3)c1 | -3% | -5% | 19% | 11% | 0% | 1% | -6% | 10% | x | -1% | x
O=C(c1ccc(-c2ccccc2Cl)o1)N1CCC1 | x | -5% | x | u | 2.8µM* | x | u | 17µM* | 29% | u | x
COc1ccc(OC)c(NC(=O)CSC2=NCCS2)c1 | 6% | -6% | 10% | -8% | -27% | -7% | -2% | u | 2% | -3% | 11%
COC(=O)c1coc(-c2ccc(OC)cc2)c1C(=O)OC | 2% | -2% | 31% | u | 46% | 9% | 17% | u | 10% | 27% | 2%
CC(C)(C)OC(=O)COc1cc(O)c2c(=O)cc(-c3ccccc3)oc2c1 | -5% | -3% | -17% | 1% | -25% | -21% | -7% | -16% | 7% | -3% | 3%
CCOC(=O)CCn1cc(F)c(=O)n(Cc2ccccc2)c1=O | 1% | 5% | 12% | 3% | 1% | -2% | 1% | 5% | -2% | 2% | -1%
Cc1ccc(N2CCN(C3=NC(=O)C(Cc4ccccc4)S3)CC2)cc1 (stereo not drawn) | -5% | 9% | 34% | 0% | -13% | -13% | 0% | 0% | 8% | -5% | 14%
COC(=O)c1cc(NS(=O)(=O)c2ccc(N3CCOCC3)c(NC(C)=O)c2)cc(C(=O)OC)c1 | -7% | u | 16% | 6% | -7% | u | -2% | -3% | -7% | 1% | 1%
CCOC(=O)c1cccc(NC(=O)CN2CCN(c3ccc(OC)cc3)CC2)c1 | -6% | -4% | 6% | -5% | -24% | -10% | -3% | -3% | 0% | -4% | -3%
Cc1ccc(N=C2SC(C(=O)Nc3ccc(OC(F)(F)F)cc3)C(N)=C2C(=O)Nc2c(C)cc(C)cc2C)cc1 (stereo not drawn) | u | -5% | u | -3% | -99%[inhibitor] | 1% | -5% | 7% | -27% | -7% | 13%
NC(=O)c1cc2cc(Br)ccc2o/c1=N/NC(=O)c1cccc(F)c1 | -8% | 3% | -7% | 0% | -11% | 9% | -2% | 4% | 5% | -1% | 20%
CCC(C)C(NC(=O)C1CCC(C)CC1)C(=O)NC1CCN(Cc2ccccc2)CC1 (stereo not drawn) | 1% | x | -12% | -1% | x | -4% | -4% | 0% | -2% | -2% | -1%
COc1ccc(-c2noc(C(=O)NCc3ccc(F)cc3)n2)cc1OC | 0% | 2% | 17% | 2% | 2% | -1% | 0% | 4% | -1% | 1% | u
O=C(C1=C[C@@H](c2coc3ccccc3c2=O)C[C@@H](OCc2ccc(CO)cc2)O1)N1CCOCC1 | -2% | 15% | 0% | 0% | -3% | -17% | -3% | -1% | 7% | 13% | -4%
CCCCC1C2C(=O)N(c3ccc(C)cc3)C(=O)C2ON1c1ccccc1 (stereo not drawn) | 20% | 3% | 23% | 16% | 2% | 8% | u | 0% | 14% | u | -3%
COc1ccc(CCNC(=O)c2ccc(Cl)c(S(=O)(=O)N(C)c3ccccc3)c2)cc1 | -21% | -14% | u | -5% | -49% | x | 1% | 4% | -3% | 15% | 16%
CC1=CC(C)C(COC(=O)CN2CCCCC2)C(C)C1 (stereo not drawn) | -9% | 4% | -4% | -1% | -5% | x | -1% | -1% | -3% | 0% | -1%
O=C(OCC(=O)N1CCOCC1)c1cc2ccccc2oc1=O | x | -17% | x | -1% | 20% | x | 1% | 7% | 9% | -2% | x
COC(=O)C1CCN(C(=O)COC(=O)COc2ccc(C#N)cc2)CC1 | -3% | 0% | 1% | -8% | 13% | -3% | -4% | 6% | -2% | 2% | 9%
CN(CC(=O)Nc1ccc(Cl)cc1)C(=O)c1ccc(COc2ccccc2)cc1 | x | 2% | x | 1% | -42% | x | -7% | 8% | -24% | -7% | x
N#Cc1ccc(C(=O)OCC(=O)N2CCCC2)cc1 | -1% | 1% | -4% | 1% | -2% | -1% | -3% | 0% | -6% | -3% | 1%
CCOc1ccc(-n2ccnc2SCC(=O)Nc2nnc(C)s2)cc1 | -4% | -1% | -36% | -4% | -21% | 4% | -4% | -2% | -2% | -4% | -10%
O=C(O)C1CCCCC1C(=O)NCc1ccc2c(c1)OCO2 (stereo not drawn) | 3% | -4% | -10% | 2% | 18% | 14% | 3% | -10% | 2% | 0% | -3%
CCOC(=O)CN1CC23C=CC(O2)C(C(=O)Nc2cc(OC)ccc2OC)C3C1=O (stereo not drawn) | -16% | -6% | -4% | 14% | 1% | -10% | 1% | 2% | 4% | 6% | -13%
CCOC(=O)c1c(NC(=O)CN2C(=O)CN(C)C2=O)sc(C)c1C | 3% | 1% | 11% | 0% | -15% | 13% | 0% | 4% | 0% | -7% | 8%
COC(=O)Cn1c(SCc2ccccc2)nc2ccccc21 | u | 2% | -29% | u | 7.9µM* | 0% | 22% | 15µM* | 24% | 12% | -12%
O=[N+]([O-])c1ccc(N2CCN(CC3CCCCC3)CC2)cc1 | 2% | -3% | -1% | -9% | -20% | u | -5% | 5% | 2% | 2% | -4%
Cc1ccc(Nc2nc3ccccc3n3cnnc23)cc1Cl | -13% | 8% | 2% | 3% | 3% | -2% | u | u | 8% | 23% | -5%
O=C(COc1ccc(Cl)cc1)Nc1ccc2[nH]ncc2c1 | 12% | 0% | 23% | -3% | 6% | 3% | 3% | -16% | x | -1% | 18%
CCn1c(SCC(=O)Nc2ccc(NC(C)=O)cc2)nc2c1c(=O)n(C)c(=O)n2C | 3% | 0% | -2% | 2% | -39% | -2% | -4% | 2% | -1% | 0% | 10%
Cc1ccccc1OCC(O)Cn1c(=N)n(Cc2ccccc2)c2ccccc21 (stereo not drawn) | u | -8% | -29% | -8% | -11% | 3% | -1% | 6% | -11% | -4% | 16%
COc1ccccc1N1CCN(Cc2nc(N)nc(Nc3ccc(C)cc3)n2)CC1 | 9% | -8% | 26% | -22% | -51% | u | -5% | u | 20% | -7% | 5%
CCN(CC)c1ccc([N+](=O)[O-])cc1/C=N/NC(=O)CC#N | -13% | 4% | 38% | 0% | 2% | -4% | -1% | 0% | -8% | -4% | 0%
COc1ccccc1NC(=S)N1CCC(NC(=O)C23CC4CC(CC(C4)C2)C3)CC1 | 3% | -16% | -9% | -3% | -11% | -2% | -9% | 0% | -1% | -2% | -9%
Cc1cc(C)n(CCC(=O)N/N=C/c2ccccc2O)n1 | 1.3µM* | u | 1.3µM* | 4% | -66% | -5% | 1% | 2% | 24% | -15% | 3%
COc1cccc(/C=C/C(=O)OCC(=O)Nc2cc(S(=O)(=O)N3CCOCC3)ccc2C)c1 | -3% | 1% | 9% | 3% | -11% | 9% | -3% | u | 0% | -4% | -2%
COc1ccc(OC)c(C2NC(=S)NC(C)=C2C(=O)Nc2ccccn2)c1 (stereo not drawn) | -2% | 1% | -28% | 3% | 1% | 4% | 1% | 0% | -3% | -7% | 11%
